DNA Pol III inh = qHTS Assay for Inhibitors of DNA Polymerase III Holoenzyme System; reconstituted DNA polymerase III holoenzyme replication, biochemical; Potency, µM (highest dose often 57.1 µM), without a hit: at the highest dose activity change, negative = inhibition; 71,000 compounds, 0.25% hits; note: potency is the fitted concentration of half-maximal effect; % is set by controls: 0 for no effect and ±100 for the full control effect
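Reconstituted *E. coli* holoenzyme (0.35 nM Pol III, 1 nM beta, 154 nM SSB, 2 nM primase) was preincubated with compound for 15 min at RT. Synthesis on 1.4 nM ssM13Gori ran 35 min, then was stopped with PicoGreen/EDTA and read as dsDNA fluorescence.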
HBB splice mod = qHTS Assay for Modulators of Hemoglobin Beta Chain Splicing | HBB splicing reporter cell assay, activation; EGFP reporter with mutant IVS2-654 intron; response scale: normalised to 500 nM splice-correcting PNA | Potency, µM (top dose mostly 46.1 µM), without a hit: at the highest dose activation, most hits filed as activators | 65,000 compounds, 0.06% hits | AID 925, 2007; note: potency is the fitted concentration of half-maximal effect; 0% is about no effect
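HeLa cells stably expressing EGFP interrupted by mutant beta-globin intron 2 (IVS2-654), 500/well in 2% FCS. Treated with compound for 2 days at 37C. Splicing correction scored as total well GFP intensity (488 nm excitation, 500-520 nm emission); 500 nM antisense PNA served as control.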
ALOX15 inhib = qHTS Assay for Inhibitors of 15-hLO (15-human lipoxygenase); 74,000 compounds, 1.4% hits; purified 15hLO-1, xylenol orange hydroperoxide absorbance; Potency, µM (top dose mostly 57.1 µM), without a hit: at the highest dose activity change, negative = inhibition, hits mostly inhibitors; Polyunsaturated fatty acid lipoxygenase ALOX15 (Homo sapiens), P16050; AID 887, 2007; note: potency is the fitted concentration of half-maximal effect; % is set by controls: 0 for no effect and ±100 for the full control effect; nearly all actives have a fitted effect of over 55% in size
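Quantitative HTS in 25 mM Hepes pH 7.5 containing 0.01% Triton X-100: human 15hLO-1 at 40 nM, arachidonic acid at 50 uM, 6 min turnover. Product quantified via ferrous oxidation/xylenol orange, 573:405 nm absorbance ratio.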
Tau filament bind = qHTS Assay for Tau Filament Binding. Microtubule-associated protein tau (Homo sapiens), P10636. recombinant tau filaments, thioflavin S fluorescence, 15 h; filaments grown with octadecylsulfate alongside compound. Potency, µM (titrated, usually from 57.1 µM), for inactives: at the highest dose activity change, negative = inhibition. 71,000 compounds, 2% hits. AID 596, 2007;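 note: potency is the fitted concentration of half-maximal effect; % is set by controls: 0 for no effect and ±100 for the full control effect; actives lower thioflavin S fluorescence by blocking filaments or displacing dye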
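His-tagged recombinant human tau (exons 2, 3 and 10 included), 1 uM, was induced to fibrillize by 30 uM sodium octadecylsulfate with compound present. After 15 h at 37 C, thioflavine S fluorescence (ex 450, em 510 nm) was read.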
TexasRed autofl = qHTS Assay for Spectroscopic Profiling in Texas Red Spectral Region; 59,000 compounds, 0.06% hits; AID 587, 2007; max dye-equivalent concentration, M; Compound fluorescence, Texas Red channel, 547/618 nm; active compounds read high; in the data active = max dye-equivalent concentration above about 10 nM; inconclusive = between about 1.1 nM and that limit
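qHTS profiling of intrinsic compound fluorescence; 100 mM Tris pH 8.0; 15 min RT; ex 547 / em 618 nm; response expressed as Texas Red dye-equivalent concentration from six-point plate standard.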
HADH2 inhib = qHTS Assay for Inhibitors of HADH2 (Hydroxyacyl-Coenzyme A Dehydrogenase, Type II); 73,000 compounds, 3.4% hits; 3-hydroxyacyl-CoA dehydrogenase type-2 (Homo sapiens), Q99714; recombinant HADH2, NADH fluorescence, beta-hydroxybutyryl-CoA; Potency, µM (series often up to 57.1 µM), without a hit: at the highest dose activity change, negative = inhibition, most hits filed as inhibitors; note: potency is the fitted concentration of half-maximal effect; % is set by controls: 0 for no effect and ±100 for the full control effect; nearly all actives have a fitted effect of over 60% in size; many of its hits are not listed in these tables
Target sequence (Q99714 whole entry, looked up, one chain of several): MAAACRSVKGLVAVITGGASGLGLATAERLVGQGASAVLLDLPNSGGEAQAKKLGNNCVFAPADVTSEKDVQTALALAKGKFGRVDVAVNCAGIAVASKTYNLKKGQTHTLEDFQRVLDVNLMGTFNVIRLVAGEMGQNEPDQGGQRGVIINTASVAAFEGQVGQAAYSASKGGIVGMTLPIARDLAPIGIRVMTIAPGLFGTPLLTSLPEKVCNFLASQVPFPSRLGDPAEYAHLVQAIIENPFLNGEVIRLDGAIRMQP
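Activity measured as NADH fluorescence gain (360/450 nm), taken as the change between first and last reads of a 4-min kinetic run. Conditions: pH 9.0 Tris buffer, 20 nM E. coli-expressed His-tagged enzyme, 1 mM NAD+, 90 uM beta-hydroxybutyryl-CoA; 15-min compound preincubation.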
CRE Fsk mod = Cell signaling CRE-BLA (Fsk stim); AID 662, 2007; CHO CRE-bla reporter (cAMP response element driving beta-lactamase), forskolin EC10, beta-lactamase ratio; Potency, µM (doses to about 38.2 µM), inactives show at the top dose activity change, negative = inhibition, hits mostly activators; 71,000 compounds, 2.5% hits; active = well fitted activation curve with a large enough effect in the signal ratio, with a control signal flat, not every such curve was filed as active; inconclusive = small, poorly fitted or top-dose-only effect, or effect the other way, or a change in a side signal; the % refers to the signal ratio; note: potency is the fitted concentration of half-maximal effect; % of control where 0% means no effect
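CHO CRE-bla cells, overnight plating in Opti-MEM with 0.5% dialyzed FBS; cpd titration + EC10 NKH 477, 3 h 37 °C; CCF4 2 h RT; ex 405/em 460 vs 530 ratio → %Activity, AC50.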
ERK AVP block = qHTS Assay for Inhibitors of the ERK Signaling Pathway using a Homogeneous Screening Assay; HEK293-V1b, vasopressin-stimulated pERK AlphaScreen; Potency, µM (highest dose often 57.5 µM), inactives show at the highest dose activity, negative = inhibition, most hits filed as inhibitors; 72,000 compounds, 0.99% hits; AID 995, 2007; note: potency is the fitted concentration of half-maximal effect; % is set by controls: 0 for no effect and ±100 for the full control effect; nearly all actives have a fitted effect of over 55% in size
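Phosphorylated ERK1/2 detected via AlphaScreen bead proximity in lysates of V1b-expressing HEK293 cells given 25 nM vasopressin for 5 min after 30 min compound exposure (37 °C). AC50 from Hill equation; basal DMSO 0%, vasopressin 100%.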
Luciferase inh = qHTS Assay for Inhibitors of Firefly Luciferase. Luciferin 4-monooxygenase (Photinus pyralis), P08659. purified firefly luciferase, luminescence, 8 min. Potency, µM (doses to about 57.1 µM), for the others: at the highest dose activity change, negative = inhibition, hits mostly inhibitors. 72,000 compounds, 2.2% hits. AID 411, 2009; note: potency is the fitted concentration of half-maximal effect; % is set by controls: 0 for no effect and ±100 for the full control effect; nearly all actives have a fitted effect of over 40% in size
Target sequence (P08659 whole entry, looked up): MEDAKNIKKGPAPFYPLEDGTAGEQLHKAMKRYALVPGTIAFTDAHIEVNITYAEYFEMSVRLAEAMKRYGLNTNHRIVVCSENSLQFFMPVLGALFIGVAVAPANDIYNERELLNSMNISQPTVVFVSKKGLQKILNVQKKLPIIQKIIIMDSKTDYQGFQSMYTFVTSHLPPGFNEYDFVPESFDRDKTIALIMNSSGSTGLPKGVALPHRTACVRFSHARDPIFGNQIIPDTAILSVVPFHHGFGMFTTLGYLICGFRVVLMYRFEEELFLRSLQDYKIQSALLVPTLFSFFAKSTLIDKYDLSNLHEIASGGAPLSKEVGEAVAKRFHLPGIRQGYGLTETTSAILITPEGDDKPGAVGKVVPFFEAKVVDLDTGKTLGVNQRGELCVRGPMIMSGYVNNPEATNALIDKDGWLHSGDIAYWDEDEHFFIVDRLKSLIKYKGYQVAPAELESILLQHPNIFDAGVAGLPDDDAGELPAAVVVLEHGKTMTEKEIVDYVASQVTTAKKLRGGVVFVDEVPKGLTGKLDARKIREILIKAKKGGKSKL
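qHTS concentration-response profiling: light output of P. pyralis luciferase with luciferin and 10 uM ATP, imidazole buffer pH 7.2. Read by luminescence after 8-min room-temperature incubation.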
Hsp90 Hop PPI = qHTS Assay for Disrupters of an Hsp90 Co-Chaperone Interaction; 71,000 compounds, 0.44% hits; Hsp90 C-terminal peptide / TPR2A (Hop) interaction, human; Potency, µM (top dose mostly 57 µM), for the others: top-dose activity change, negative = inhibition; AlphaScreen TPR2A-His6 binding biotin-Hsp90 C-terminal peptide; active = well fitted curve in either direction with a large enough effect; inconclusive = small, poorly fitted or top-dose-only effect, or another doubt; note: potency is the fitted concentration of half-maximal effect; % is set by controls: 0 for no effect and ±100 for the full control effect; many of its hits are not listed in these tables
Rhodamine autofl = qHTS Assay for Spectroscopic Profiling in Rhodamine Spectral Region; Rhodamine-region fluorescence, 547/598 nm, Tris buffer; active compounds read high; max dye-equivalent concentration, M; 59,000 compounds, 0.05% hits; AID 594, 2007; in the data active = max dye-equivalent concentration above about 11 nM; inconclusive = between about 1.1 nM and that limit
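Intensities are converted to rhodamine-equivalent concentration using a six-point rhodamine standard on each plate. Compounds sit 15 min at room temperature in 100 mM Tris buffer, pH 8.0; read uses the 547/598 nm excitation/emission pair.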
Numbers without * were called inactive; i = inactive; ? = inconclusive; . = not tested or not shown; [ ] = remark or other dose. Unless noted, calls come from the whole dose curve; as a rule, active = well fitted curve in the direction sought with a large enough effect; inconclusive = small, poorly fitted or top-dose-only effect, or another doubt; inactive = no such curve, though single readings can be large; an effect the other way counts as inactive or inconclusive. A portion of the library; the hit share may differ from the screen's.

nr | canonical_smiles | Tau filament bind | Luciferase inh | ERK AVP block | ALOX15 inhib | Rhodamine autofl | CRE Fsk mod | Hsp90 Hop PPI | DNA Pol III inh | HBB splice mod | TexasRed autofl | HADH2 inhib
1 | COC(=O)c1c(C)[nH]c(C(=O)C(C)Sc2nnc(-c3cc(OC)c(OC)c(OC)c3)o2)c1C (stereo not given) | -5% | -2% | 1% | 10% | i | -3% | 1% | -5% | -0.1%[57.5 µM] | i | 6%
2 | Cc1cc(N2CCC(C)CC2)n2ncc(-c3ccccc3)c2n1 | -17% | 16µM* | 300%[activator] | 1% | i | ? | . | 3% | -0.1%[1.84 µM] | i | ?
3 | O=C(c1ccco1)N1CCC2(CC1)CCN(c1ncccn1)CC2 | -8% | -1%[11.4 µM] | ? | 9% | i | -10% | 0% | -1% | 6.1% | i | -2%
4 | CSCCNC(=O)c1ccc(C(C)(C)C)cc1 | 66% | 13µM* | ? | -2% | i | -1% | -3% | -8% | -1.8% | ? | 0%
5 | O=C(O)CCC(=O)Nc1ccccc1C(=O)NC1CCCCC1 | 2% | 1% | -16% | -12% | i | -6% | -3% | -3% | 0.0% | i | ?
6 | CCCC(OC(=O)CN1C(=O)COc2ccccc21)C(=O)NC1CCCC1 (stereo not given) | -6% | -4% | -8% | -4% | i | 0% | 0% | 2% | . | i | 5%
7 | CC(=O)c1ccc(N2CCN(C(=O)c3ccc(OCc4c(C)noc4C)cc3)CC2)cc1 | -4% | 0% | ? | 2% | i | 8% | -2% | -4% | -0.2%[57.5 µM] | i | -2%
8 | COc1cc(S(=O)(=O)N(C)C)ccc1F | 9% | 5% | -11% | 3% | i | 4% | -5% | -4% | 5.2% | i | 2%
9 | O=C(CS(=O)(=O)Cc1ccccc1)Nc1ncccn1 | 8% | 0% | -7% | 4% | i | 2% | -1% | -3% | 0.3% | i | -12%
10 | CCOC(=O)/N=C(/NC(=O)Nc1ccc(C(=O)OCC)cc1)OC | 2% | 0% | 1% | -4% | i | -1% | 2% | -10% | -1.1%[0.369 µM] | ? | -4%
11 | COc1ccccc1NC(=O)Cc1cccs1 | 0% | 3% | -15% | 0% | i | -5% | -3% | -3% | 0.0% | i | 6%
12 | Cc1noc(NS(=O)(=O)c2ccc(N/C=C/C(=O)c3ccc4c(c3)OCO4)cc2)c1C | 43% | ? | -25% | -8% | i | ? | -19% | -2% | 1.3% | ? | -22%
13 | Nc1nc(-c2cccnc2)nn1C(=O)COc1ccccc1 | 1% | 2% | 2% | -2% | i | 4% | -5% | -1% | 0.8% | i | -13%
14 | CC(C)(C)n1nc2c(c1NC(=O)c1cccs1)CS(=O)C2 (stereo not given) | -4% | 0% | 22% | -6% | i | -4% | -4% | 0% | -0.7% | i | -6%
15 | CC(=O)OC[C@@H]1O[C@@H](O/N=C2/C[C@@H](O)[C@@H](O)[C@@H]3[C@@H]4C(=O)N([C@@H](C)c5ccccc5)C(=O)[C@H]4CC[C@H]23)[C@H](OC(C)=O)[C@H](OC(C)=O)[C@@H]1OC(C)=O | . | 1%[11.4 µM] | -6%[11.5 µM] | 7%[11.4 µM] | . | . | . | . | 1.6%[9.22 µM] | . | 14%[11.4 µM]

Brought forward from above: two compounds; new compounds follow.
nr | canonical_smiles | Tau filament bind | Luciferase inh | ERK AVP block | ALOX15 inhib | Rhodamine autofl | CRE Fsk mod | Hsp90 Hop PPI | DNA Pol III inh | HBB splice mod | TexasRed autofl | HADH2 inhib
14 | CC(C)(C)n1nc2c(c1NC(=O)c1cccs1)CS(=O)C2 (stereo not given) | -4% | 0% | 22% | -6% | i | -4% | -4% | 0% | -0.7% | i | -6%
15 | CC(=O)OC[C@@H]1O[C@@H](O/N=C2/C[C@@H](O)[C@@H](O)[C@@H]3[C@@H]4C(=O)N([C@@H](C)c5ccccc5)C(=O)[C@H]4CC[C@H]23)[C@H](OC(C)=O)[C@H](OC(C)=O)[C@@H]1OC(C)=O | . | 1%[11.4 µM] | -6%[11.5 µM] | 7%[11.4 µM] | . | . | . | . | 1.6%[9.22 µM] | . | 14%[11.4 µM]
16 | CC(=O)N1CCN(C(=O)Nc2cccc(C(F)(F)F)c2)CC1 | -5% | 1% | -8% | -2% | i | -2% | 0% | -2% | 0.0%[57.5 µM] | i | 29%
17 | O=C(c1ccc(Br)o1)N(c1ccc(Br)cc1)C1C=CS(=O)(=O)C1 (stereo not given) | 5% | 1% | ? | 1% | i | 2% | 2% | -5% | -0.8% | ? | 7%
18 | Cc1cccc2cc(C#N)c(N3CCN(C)CC3)nc12 | 17% | 1% | 4% | 11% | i | 8% | 3% | -5% | . | i | 5%
19 | Cc1nc2sccn2c1-c1nc(-c2cc3ccccc3o2)cs1 | 430% | -14% | -18% | 0% | i | ? | -4% | 1% | -1.0% | ? | 15%
20 | O=C(OCCN1C(=O)c2ccccc2C1=O)c1ccc(S(=O)(=O)N2CCCCCC2)cc1 | -2% | 1% | 15% | -4% | i | -7% | 0% | 5% | -0.1%[57.5 µM] | i | 16%
21 | O=C(c1ccco1)N1CCN(c2nc3ccccc3c(=O)n2-c2ccccc2)CC1 | 1% | 8% | 10% | 0% | i | -17% | -2% | -3% | -1.1% | i | 2%
22 | CCN(CC)C1CCCCC1NS(=O)(=O)c1ccc(Cl)cc1 (stereo not given) | -16% | -7% | -13% | -1% | . | -4% | -4% | -4% | 0.4% | . | 11%
23 | Cc1cccc(Cn2c(SCC(=O)Nc3ccccc3)nc3c2c(=O)[nH]c(=O)n3C)c1 | i | 0% | . | -16% | . | ? | -2% | -4% | -0.4% | . | 8%
24 | CCOc1ccc(-c2[nH]ncc2Oc2ccccc2OC)c(O)c1 | ? | -13% | -4% | -25% | i | 24% | -10% | -11% | 2.8%[0.369 µM] | i | -8%
25 | Cc1cc(OCC(=O)C(C)(C)C)c2c(C)c(C)c(=O)oc2c1 | 25%[11.4 µM] | 3% | -8% | 5%[11.4 µM] | . | ? | -1%[11 µM] | -3%[11.4 µM] | -0.9%[0.0738 µM] | . | 64%[activator][11.4 µM]
26 | COCCNC(=O)C1(C)C=CC2(CCCCC2)N1C(=O)c1ccccc1 (stereo not given) | -1% | . | -8% | -3% | . | -1% | 1% | 0% | -0.2% | . | -14%
27 | CC1CCc2cccc3c2N1c1cc(C#N)c(C#N)cc1O3 (stereo not given) | 310% | 1% | 51%[activator] | -9% | i | ? | ? | -2% | ? | ? | 14%
28 | Cc1[nH]c2ccc(S(N)(=O)=O)cc2c1C | 1%[11.4 µM] | 2% | 0% | 3%[11.4 µM] | . | ? | -7%[11 µM] | -3%[11.4 µM] | 1.0%[0.0738 µM] | . | 3%[11.4 µM]
29 | CC[C@@]1(O)C(=O)OCc2c1cc1n(c2=O)Cc2cc3c(CN(C)C)c(O)ccc3nc2-1 | i[11.4 µM] | 1%[11.4 µM] | -9%[11.5 µM] | 19%[11.4 µM] | i | ? | -3%[11 µM] | -2%[11.4 µM] | 2.1%[9.22 µM] | ? | -26%[11.4 µM]
30 | CCC(c1nnnn1CC1CCCO1)N(CCN1CCOCC1)Cc1cc2cc(C)ccc2[nH]c1=O (stereo not given) | 29% | -2% | 20% | 3.2µM* | i | 5% | -3% | -4% | -0.1%[57.5 µM] | i | -5%
31 | O=C(CCC(=O)NC1CCN(Cc2ccccc2)CC1)NCc1ccco1 | 11% | -1% | -12% | -3% | i | -4% | -3% | 4% | . | i | 15%
32 | CC(=O)c1cccc(S(=O)(=O)N2CCCC(c3nc(-c4ccc(C)o4)no3)C2)c1 (stereo not given) | -2% | 3% | -28% | -3% | i | 4% | -3% | -4% | . | i | -6%
33 | CC(C)Cn1c(SCC(=O)NC(=O)NC2CCCC2)nc2ccccc21 | 24% | -1% | 5% | -13% | i | ? | 3% | 0% | 6.7% | ? | -8%
